HCV inhibitor: inhibitors of hepatitis C virus infection; Huh7.5.1 HCVcc-Cre infection, luciferase reporter, 44 h; Potency, µM (highest dose often 41.8 µM), for the others: at the top dose activity change, negative = inhibition, hits mostly inhibitors; hit rate 3.4% among 340,000
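Luciferase read-out (15 sec integration) after a 15 min room-temperature substrate step quantifies HCVcc-Cre infection. Cells, 1,000 per well, had compound added 4 h post-plating, then virus at ~0.5 moi, and were cultured 44 h.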
LmPK inh: inhibitors of Leishmania mexicana pyruvate kinase; purified LmPK, Kinase-Glo ATP luminescence, 1 h; Q27686; hit rate 0.37% among 290,000; Potency, µM (series often up to 57.5 µM), for the others: at the top dose activity change, negative = inhibition, usual class: inhibitors
Target sequence (Q27686 whole entry, looked up): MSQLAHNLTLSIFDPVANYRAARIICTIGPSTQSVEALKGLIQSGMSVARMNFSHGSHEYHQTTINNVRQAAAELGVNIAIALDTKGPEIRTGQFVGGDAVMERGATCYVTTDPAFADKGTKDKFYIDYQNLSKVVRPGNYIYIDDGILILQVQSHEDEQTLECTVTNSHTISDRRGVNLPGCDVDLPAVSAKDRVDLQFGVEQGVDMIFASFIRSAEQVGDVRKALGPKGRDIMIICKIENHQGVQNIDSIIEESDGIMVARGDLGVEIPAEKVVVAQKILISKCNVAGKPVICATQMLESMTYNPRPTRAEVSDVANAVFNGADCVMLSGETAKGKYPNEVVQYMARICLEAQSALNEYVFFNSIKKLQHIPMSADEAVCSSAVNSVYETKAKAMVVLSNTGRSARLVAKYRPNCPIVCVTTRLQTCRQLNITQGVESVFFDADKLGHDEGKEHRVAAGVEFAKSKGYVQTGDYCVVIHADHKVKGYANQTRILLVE
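Purified LmPK (0.1 nM) converted ADP (0.1 mM) to ATP with PEP (0.5 mM) in imidazole buffer pH 7.2 with KCl and MgCl2, 1 h at room temperature. ATP was read by Kinase-Glo luminescence; data normalized to uninhibited and no-enzyme controls.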
Sm TGR inh: blocks Schistosoma mansoni thioredoxin glutathione reductase | Q962Y6 | purified TGR, DTNB reduction, TNB absorbance 405 nm | Potency, µM (series often up to 114 µM), inactives show top-dose activity change, negative = inhibition, most hits filed as inhibitors | hit rate 3% among 360,000 | AID 485364; note: nearly all actives have a fitted effect of over 60% in size
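Kinetic colorimetric format: TGR-catalysed, NADPH-driven DTNB reduction monitored via TNB absorbance. Enzyme dispensed at 20 nM; compound exposure 15 min at room temperature before reaction start.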
TbPYK inhibitor: blocks Trypanosoma brucei pyruvate kinase; TbPYK enzyme, Kinase-Glo Plus ATP luminescence, 45 min; Potency, µM (highest dose often 76.8 µM), inactives show at the top dose activity, negative = inhibition, actives largely listed as inhibitors; hit rate 0.12% among 410,000; AID 624173; note: nearly all actives have a fitted effect of over 50% in size
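Enzyme and substrate buffer are dispensed first and compound is pin-transferred. ADP at 130 uM final then starts the reaction, which runs 45 min at room temperature. Detection reagent is added for 10 min before luminescence is imaged.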
Pf growth 96h: inhibits malaria parasite growth, 96 h. P. falciparum luciferase reporter growth, 96 h. Potency, µM (highest dose often 28.7 µM), inactives show at the top dose activity change, negative = inhibition, usual class: inhibitors. hit rate 6.9% among 320,000. AID 504834
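Two parasite generations (96 h, 37 C, 5% CO2) of compound exposure in infected erythrocytes (0.05% parasitemia, 2% hematocrit). Luciferase-reporter P. falciparum; decreased luminescence indicates inhibited growth, aimed at apicoplast-acting delayed death.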
Pf growth 48h: inhibits P. falciparum growth in the first generation, 48 h; AID 504832; hit rate 5.9% among 310,000; P. falciparum luciferase growth in erythrocytes, 48 h; Potency, µM (highest dose often 28.7 µM), without a hit: at the top dose activity change, negative = inhibition, actives largely listed as inhibitors
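Luciferase-expressing P. falciparum in infected erythrocytes (2% hematocrit, 0.1% parasitemia final) in RPMI 1640/0.5% Albumax were exposed to compound for 48 hours at 37 C, 5% CO2; growth read as luminescence.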
* hit, by the source's call; ? = inconclusive; . = not tested or not shown; & = joins results of further samples; [ ] = remark or other dose. Calls come from the whole dose curve; as a rule, active = well fitted curve in the direction sought with a large enough effect; inconclusive = small, poorly fitted or top-dose-only effect, or another doubt; inactive = no such curve, though single readings can be large; an effect the other way counts as inactive or inconclusive. % is set by controls: 0 for no effect and ±100 for the full control effect; potency is the fitted concentration of half-maximal effect.

SMILES	HCV inhibitor	LmPK inh	Sm TGR inh	TbPYK inhibitor	Pf growth 96h	Pf growth 48h
O=C(CN1CCCCC1)NCCNc1ccc(C(F)(F)F)cc1[N+](=O)[O-]	-16.3%	2.3%	0.9%	4.3%	28.1%	2.9%
COc1cc(C(=O)NCc2nnc(SCC(=O)NCc3ccco3)o2)cc(OC)c1OC	-1.9%	-8.0%	-0.3%	2.9%	-2.7%	4.7%
COc1cccc(-c2c(C(=O)N/N=C/c3cccs3)nnn2-c2nonc2N)c1	1.3%	6.6%	-7.6%	-1.0%	?	?
Clc1ccc(CN2C3=NCCN3c3ccccc32)cc1	12.6µM*	-0.6%	7.6%	-2.4%	.	?
CS(=O)(=O)C1=C(O)C(=O)N(CCCC(=O)O)C1c1ccccc1F (centres undefined)	6.8%	0.1%	4.6%	9.9%	.	10.9%
CCOc1ccc(CC(=O)Nc2cccc(-c3ccc4nnc(C)n4n3)c2)cc1	-13.7%	-2.3%[11.5 µM]	0.3%	6.2%	-1.2%	?
Cn1cnc2cc(NC(=O)c3cccs3)ccc21	2.4%	-2.1%	19.4%	-13.6%	33.6%[activator]	138.3%[activator]
O=C1CC2(CCN(C(=O)COc3ccccc3F)CC2)Oc2ccccc21	-2.8%[8.37 µM]	.	1.2%	-7.5%	10.4%	-1.5%
O=C(Nc1ccc(-c2csnn2)cc1)C1CC1	9.5%	0.5%	8.0%	6.3%	37.4%[activator]	151.5%[activator]
Cc1ccc(C(=O)OC(C)CN2CCOCC2)cc1 (centres undefined)	10.9%	-15.5%	-1.3%	2.5%	5.86µM*	98.4%[activator]
COc1ccc(OC)c(C2C(C(=O)c3cccs3)=C(O)C(=O)N2CCN2CCOCC2)c1 (centres undefined)	15.1%	4.6%	?	0.8%	-2.2%	5.4%
CCN(C(=O)c1ccc2c(OC)n(CC)nc2c1)c1ccc(OC)cc1	-5.7%	1.6%	0.0%	0.3%	19.2%	32.6%[activator]
Cc1c2ccccc2c(C)c2c1ccc1ccccc12	10µM*	.	-1.0%	1.0%	0.657µM*	0.928µM*
NC(CCCCCP(=O)(c1ccccc1)c1ccccc1)C(=O)O (centres undefined)	4.4%	7.4%	17.4%	-0.9%	23.0%	?
COc1ccc(Cn2ccc(=O)c(Cc3c(Cl)cccc3Cl)c2C)cc1	-9.8%	-2.6%	10.6%	3.1%	?	?
C#CCOCCOCCOCCNc1nc(N2CCN(C(=O)Cn3cc(CCCN=C(N)N)nn3)CC2)nc(N2CCN(C(=O)[C@H](C)n3cc(CCCN=C(N)N)nn3)CC2)n1	8.3%	-2.0%	-19.0%	0.1%	?	?
CCOC(=O)/C(=C/C=C/c1ccccc1)NC(=O)c1ccccc1	?	1.2%	5.2%	0.7%	10.4µM*	16.7%
COc1cccc(N(CC(=O)NC2CCCCC2)C(=O)c2snc(C(N)=O)c2N)c1	?	-4.1%	-4.2%	0.9%	45.9%	?
COc1ccccc1NC(=O)Oc1cccc(OC(=O)c2ccccc2)c1	-7.4%	3.4%	-24.9%	5.9%	-10.9%	-13.2%
COC(=O)C1=C(N)Oc2c(c(=O)oc3ccccc23)C1c1cccnc1 (centres undefined)	17.5%	9.2%	-11.2%	-4.7%	?	9.6%
O=C(COC(=O)c1cc(S(=O)(=O)N2CCCCC2)ccc1N1CCOCC1)NCCc1ccc(F)cc1	-14.8%	-7.2%	14.7%	2.8%	?	?
COc1ccc(-c2nsc3c(N4CCN(C(=O)c5ccco5)CC4)ncnc23)cc1	4.4%	6.4%	-16.4%	3.0%	?	37.0%[activator]
O=C(NCc1cccs1)C1CCCN1S(=O)(=O)c1ccccc1F (centres undefined)	24.9%	-2.7%	0.0%	-1.5%	10.6%	9.0%
O=S(=O)(NCc1cccs1)c1ccc(Cl)s1	1.9%	1.3%	-1.0%	1.0%	7.38µM*	2.4%
Cc1cc(C(=O)NC2CCCc3ccccc32)ccc1[N+](=O)[O-] (centres undefined)	3.2%	6.4%	-3.7%	0.3%	?	?
CCc1ccc(CN(C)C(=O)c2ccc3c(=O)n4c(nc3c2)CCC4)cc1	9.8%	-4.2%	?	-7.9%	?	-14.3%
CN1CCC2(CC1)NC(=O)c1ccccc1N2	13.3%	-0.7%	-7.3%	-0.2%	96.2%[activator]	-0.7%
CCN(CC)c1ccc(NC(=O)CCCOc2cccc(C)c2)cc1	?	0.1%	0.0%	?	-0.8%	-8.6%
CC(Oc1ccc2c(-c3ccccc3)cc(=O)oc2c1)C(=O)N[C@H](Cc1c[nH]c2ccccc12)C(=O)O (some centres undefined)	-5.0%	1.6%	15.2%	-7.0%	38.0%	?
Cc1ccc(NC(=O)c2cc(N3C(=O)C=CC3=O)ccc2N2CCOCC2)cc1	10µM*	37.8%	0.708µM*	22.4µM*	4.2%	-2.4%

A draw from above in order of heavy-atom count, high to low.
SMILES	HCV inhibitor	LmPK inh	Sm TGR inh	TbPYK inhibitor	Pf growth 96h	Pf growth 48h
O=C(COC(=O)c1cc(S(=O)(=O)N2CCCCC2)ccc1N1CCOCC1)NCCc1ccc(F)cc1	-14.8%	-7.2%	14.7%	2.8%	?	?
COc1cccc(N(CC(=O)NC2CCCCC2)C(=O)c2snc(C(N)=O)c2N)c1	?	-4.1%	-4.2%	0.9%	45.9%	?
Cc1ccc(NC(=O)c2cc(N3C(=O)C=CC3=O)ccc2N2CCOCC2)cc1	10µM*	37.8%	0.708µM*	22.4µM*	4.2%	-2.4%
O=C(NCc1cccs1)C1CCCN1S(=O)(=O)c1ccccc1F (centres undefined)	24.9%	-2.7%	0.0%	-1.5%	10.6%	9.0%
CN1CCC2(CC1)NC(=O)c1ccccc1N2	13.3%	-0.7%	-7.3%	-0.2%	96.2%[activator]	-0.7%

The list continues:
SMILES	HCV inhibitor	LmPK inh	Sm TGR inh	TbPYK inhibitor	Pf growth 96h	Pf growth 48h
CCOC(=O)C/C(C)=N/NC(=O)c1cccs1	9.5%	1.5%	-9.8%	0.9%	170.2%[activator]	99.2%[activator]
O=C(NCCNC(=O)C(F)(F)F)c1ccncc1	21.7%	-2.3%	5.9%	4.2%	11.3%	14.5%
COc1ccc(-n2c(C)cc(=O)c3c2CC(C)(C)CC3=O)cc1	12.6%	0.9%	-15.7%	6.6%	?	-1.3%
CN(Cc1ccccn1)C(=O)CC1C(=O)NCCN1Cc1ccc(F)cc1Cl (centres undefined)	15.5%	2.1%	44.7µM*	-1.3%	3.5%	14.7%
N=C1/C(=C\c2coc3ccc(O)cc3c2=O)C(=O)N=C2SC=CN12	-27.4%	-2.7%	28.2µM*	-9.8%	42.6%	57.2%[activator]
COc1ccccc1CNS(=O)(=O)c1ccc(-c2cnc(C3CC3)o2)cc1	?	-5.3%	-8.0%&5.0%	0.4%&-3.8%	?	8.3%
Cc1ccc(C2(c3ccccc3)NC(=O)N(CC(=O)NC3CCCCC3)C2=O)cc1C (centres undefined)	?	.	1.5%	-2.2%	?	?
CCOC(=O)CSCC(NC(=O)OC(C)(C)C)C(=O)OCC (centres undefined)	16.1%	3.5%	-18.9%	-9.5%	36.1%[activator]	4.7%
Cc1cc2nc(C)c(=O)n(C)c2cc1C	-14.9%	-1.9%	2.1%	-29.7%	12.5%	-0.7%
CCN1CCc2c(OCC(=O)N3CCc4ccccc43)cccc2C1=O	.	-1.6%	-0.1%	.	?	?
COC(=O)C1=C(c2ccc(-c3ccccc3)c(F)c2)C[C@@H]2CC[C@H]1N2C(=O)NC1Cc2ccccc2C1	?	.	2.0%	-0.7%	?	9.28µM*
COc1cccc2sc(Nc3nc(C)c(C(C)=O)s3)nc12	10.7%	-5.0%	-6.2%	2.6%	?	?
CC1(C)CC(=O)C2=C(C1)NC(Nc1nc3ccccc3o1)=NC21CCCCC1	6.3%	4.1%	-0.5%	-7.2%	9.28µM*	?
O=C(CCNS(=O)(=O)c1cccs1)N1CCN(c2ccc(F)cc2)CC1	0.8%	3.0%	-15.3%	1.1%	-21.8%	2.8%
Cc1cccc(N2CCN(c3ccc(N4C(=O)CCCC4=O)cc3[N+](=O)[O-])CC2C)c1 (centres undefined)	3.7%	-1.4%	-1.4%	-5.9%	?	8.6%

Of the compounds above, 2 have a CF3 group:
SMILES	HCV inhibitor	LmPK inh	Sm TGR inh	TbPYK inhibitor	Pf growth 96h	Pf growth 48h
O=C(CN1CCCCC1)NCCNc1ccc(C(F)(F)F)cc1[N+](=O)[O-]	-16.3%	2.3%	0.9%	4.3%	28.1%	2.9%
O=C(NCCNC(=O)C(F)(F)F)c1ccncc1	21.7%	-2.3%	5.9%	4.2%	11.3%	14.5%

Next compounds.
SMILES	HCV inhibitor	LmPK inh	Sm TGR inh	TbPYK inhibitor	Pf growth 96h	Pf growth 48h
CCCCCCCCS(=O)CCC(=O)O (centres undefined)	18.3%	-1.4%	-7.1%	1.1%	21.4%	23.8%
Cc1ccc(-c2csc(Nc3ccc(S(N)(=O)=O)cc3)n2)o1	-7.0%	-1.6%	1.78µM*	-19.1%	1.3%	-2.0%
FC(F)(F)c1cccc(Cn2nnnc2-c2cccc(C(F)(F)F)c2)c1	-9.1%	6.5%	-0.9%	-2.1%	?	?
CCCCCCCCCCCCOS(=O)(=O)O	.	.	.	-8.3%	-8.7%	-5.3%
O=C(CN1CCN(C(=O)c2ccco2)CC1)N1CCc2[nH]c3ccccc3c2C1	4.2%	0.0%	20µM*	2.5%	-12.4%	7.3%
O=C(CCc1c[nH]c2ccccc12)N1CCN(c2ccc(F)cc2)CC1	5.3%	-0.5%	2.9%	-9.1%	-50.2%[5.75 µM]	7.8%
Cc1ccnc(NC(=O)Nc2ccc3c(c2)N(C)C(=O)CS3)c1	?	0.4%	-3.2%	3.9%	13.1µM*	99.8%[activator]
O=C(COC(=O)Cc1ccsc1)Nc1ccc(F)cc1Cl	-16.3%	.	-0.1%	-3.7%	34.1%[activator]	-9.6%
COC(=O)c1ccc(C2C(Oc3ccccc3)C(=O)N2CCc2ccc(F)cc2)cc1 (centres undefined)	-0.8%	0.1%	1.7%	2.3%	?	?
CCOc1ccc(C2C(C#N)=C(N)Oc3cc(C)[nH]c(=O)c32)cc1OC (centres undefined)	15.2%	7.2%	0.9%	0.1%	9.6%	?
COc1ccc(NC(=O)CSc2nc3c(c(=O)n(C)c(=O)n3C)n2C)c(OC)c1	16.8%	1.5%	3.4%	4.2%	-18.2%	-17.1%
NC(=O)Cc1nc(-c2ccc(F)cc2)cs1	12.5%	-6.9%	4.7%	-10.4%	33.9%[activator]	26.6%
Cc1nn(-c2ccc(Cl)cc2)c(N)c1C(O)(CSc1nccn1C)C(F)(F)F (centres undefined)	-9.9%	-1.0%	1.2%	-10.3%	2.9%	?
CC(=O)c1c(C)[nH]c(C(=O)Nc2ccc(C)cc2Br)c1C	-2.8%	10.7%	-9.4%	0.1%	126.3%[activator]	110.7%[activator]

Source: PubChem (National Center for Advancing Translational Sciences (NCATS))
